From PubChem
Keap1-Nrf2 PPI = Keap1-Nrf2 (human) interaction inhibition; inhibition, % at 9.4 µM; Keap1 Kelch-Nrf2 peptide fluorescence polarization, 1536-well; Q14145; AID 504523; hit rate 0.15% among 340,000; in the data active means inhibition above about 12%;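 further: human Keap1 Kelch domain with fluorescein labeled Nrf2 9mer peptide probe; 0% = neutral control wells and 100% = peptide positive control; higher means more block of Keap1 binding to Nrf2 peptide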
MOR-DOR ag = agonists of human mu-delta opioid receptor heterodimerization. P35372+P41143. cells, OPRM1-OPRD1 heterodimerization, luminescence. activation, % at 9.3 µM. hit rate 0.3% among 340,000. AID 504326; in the data active means activation above about 18%;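 further: 0% = vehicle-treated cells and 100% = reference agonist; values of inactives mirror those of a sister screen read the other way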
Target sequence (P35372 whole entry, looked up): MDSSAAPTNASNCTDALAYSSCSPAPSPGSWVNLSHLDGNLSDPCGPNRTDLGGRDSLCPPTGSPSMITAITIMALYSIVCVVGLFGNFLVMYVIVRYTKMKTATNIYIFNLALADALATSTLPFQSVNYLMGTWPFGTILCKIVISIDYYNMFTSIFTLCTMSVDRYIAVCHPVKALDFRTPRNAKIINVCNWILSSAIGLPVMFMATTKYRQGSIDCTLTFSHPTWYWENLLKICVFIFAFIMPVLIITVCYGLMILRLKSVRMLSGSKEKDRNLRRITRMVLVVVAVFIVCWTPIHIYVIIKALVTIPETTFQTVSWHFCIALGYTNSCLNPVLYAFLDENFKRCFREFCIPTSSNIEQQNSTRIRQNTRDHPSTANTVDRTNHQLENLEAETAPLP
Target sequence (P41143 whole entry, looked up): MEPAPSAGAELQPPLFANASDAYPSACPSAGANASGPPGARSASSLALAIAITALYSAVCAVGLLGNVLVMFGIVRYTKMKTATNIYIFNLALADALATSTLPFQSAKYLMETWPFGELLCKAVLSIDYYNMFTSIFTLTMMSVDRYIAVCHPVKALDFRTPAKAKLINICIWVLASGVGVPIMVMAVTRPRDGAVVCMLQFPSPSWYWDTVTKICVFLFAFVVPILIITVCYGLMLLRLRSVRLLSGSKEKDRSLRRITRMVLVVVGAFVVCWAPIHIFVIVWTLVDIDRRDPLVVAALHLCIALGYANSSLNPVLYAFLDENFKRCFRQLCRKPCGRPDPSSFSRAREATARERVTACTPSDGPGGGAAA
HTR5A ag ctr = activates human HTR5A in OPRM1-OPRD1 agonist counter-screen; HTR5A agonist assay, luminescence, cell-based; hit rate 0.61% among 340,000; activation, % at 9.3 µM; P47898; in the data active means activation mostly above about 9.5%, no sharp cut-off; inactive means mostly below about 7.6%;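 further: 0% = cells with vehicle only and 100% = reference agonist; strong numbers were not always called active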
Cardiac RTF inh = cardiac RTF calcium desensitization; IANBD-labeled cardiac RTF, Ca2+ fluorescence; hit rate 0.12% among 340,000; P19429+P45379; AID 493244; inhibition, % at 7.15 µM;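 active means inhibition above the mean inhibition of all tested compounds plus 3 SD, cut at about 17% in these data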;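 further: assay run at fixed EC70 calcium of 1.6 mM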
V-ATPase pHluor = yeast V-ATPase proton transport regulation by pHLuorin; response, % at 10 µM; AID 504577; hit rate 0.37% among 350,000; S. cerevisiae, pHLuorin cytosolic pH fluorescence; in the data active means response mostly above about 7.3%, no sharp cut-off; inactive means mostly below about 5.4%; further: actives read high; inactives centre near 0; some compounds called inactive have numbers as strong as hits; reference of the scale not given here
MOR-DOR inv ag = inverse agonist of human OPRM1-OPRD1 heterodimerization; hit rate 0.21% among 340,000; inhibition, % at 9.3 µM; cell-based MOR-DOR heterodimer luminescence, inverse agonism; AID 504357; P35372+P41143; in the data active means inhibition above about 22%, passing the limit was not always enough;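 further: 0% = cells with DMSO and 100% = wells without cells with DMSO; values of inactives mirror those of a sister screen read the other way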
C-LANA FP = blocks KSHV LANA C-terminal domain binding to DNA | MBP-C-LANA/FAM-LBS DNA binding, fluorescence polarization | inhibition, % at 9 µM | hit rate 0.078% among 340,000;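 active means highest replicate inhibition at or above 60% at 9 µM, even if other replicates fall short; inactive means all replicates below 60% inhibition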;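 further: 0% = neutral control wells and 100% = 4 µM acridine orange control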
RTF Ca sens act = increases calcium sensitivity of human cardiac regulated thin filaments | P19429+P45379 | IANBD-labeled TnC RTF fluorescence at EC20 calcium; 0% EC20 calcium, 100% full calcium | activation, % at 7.2 µM | hit rate 0.24% among 340,000 | AID 493008;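 active means activation above the mean over all tested compounds plus 3 SD, cut at about 30% in these data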;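 further: rise in fluorescence read as greater calcium sensitivity of cardiac thin filaments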
HTR5A inv ag = counter-screen for OPRM1-OPRD1 inverse agonists: human HTR5A inverse agonism | P47898 | AID 504634 | inhibition, % at 9.3 µM | HTR5A cell line, luminescence | hit rate 0.083% among 340,000; in the data active means inhibition mostly above about 23%, no sharp cut-off; inactive means mostly below about 18%;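 further: 0% = cells with DMSO and 100% = no-cell wells with DMSO; some compounds called inactive have numbers as strong as hits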
CAL PDZ FP = CAL PDZ (human) peptide binding inhibition; AID 602252; purified CAL PDZ, TMR-peptide fluorescence polarization, 1 h; inhibition, % at 24.9 µM; hit rate 0.92% among 300,000; Q9HD26;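 active means mean inhibition of at least 30% with at least half of replicates also reaching 30%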;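 further: 0% = DMSO neutral control and 100% = excess unlabeled competitor peptide PRC23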
* hit, by the source's call; · = no result given. Outcome played no part in choosing rows, and some 2.8% of all compounds hit somewhere here.

SMILES	Keap1-Nrf2 PPI	MOR-DOR ag	HTR5A ag ctr	Cardiac RTF inh	V-ATPase pHluor	MOR-DOR inv ag	C-LANA FP	RTF Ca sens act	HTR5A inv ag	CAL PDZ FP
CCOC(=O)C1=C(CC)Nc2ccccc2N=C1NC(=O)Cn1cnc2ccccc2c1=O	-4	-3.2	5	-1	2	15	-0.2	3	-11	-4
CCn1cnc2cc(NCc3cccs3)ccc21	-1	-1.9	-1	-8	4	10	-0.8	0	-6	-1
COc1cc(NC(=S)N2CCCC(CO)C2)cc(OC)c1 (stereo unspecified)	-2	-3.1	1	-1	0	16	0.5	-2	6	-2
CC1=CCC2C(=O)N(C(C)c3ccccc3)C(=O)C2C1 (stereo unspecified)	-1	-1.7	5	-6	-3	9	0.3	-2	1	-4
Cc1sc2ncnc(SCC(=O)N3CCCC(C(N)=O)C3)c2c1C (stereo unspecified)	3	-2.4	6	-2	-1	15	1.1	-5	-4	-6
CNC(=O)CN(c1ccc(C23CC4CC(CC(C4)C2)C3)cc1)S(C)(=O)=O	1	0.9	2	-4	-1	-4	0.5	4	-5	0
CC1CN(C(=O)COC(=O)c2ccc(Cl)c(S(=O)(=O)N3CCCCC3)c2)CC(C)O1 (stereo unspecified)	0	-0.1	4	-11	-1	0	0.2	3	-7	-4
O=C1CC(N(CCc2ccccc2)C(=S)Nc2cc(Cl)ccc2Cl)C(=O)N1c1c(Cl)cccc1Cl (stereo unspecified)	4	0.3	-2	3	0	-2	-0.7	9	-2	-3
CCCCNC(=O)CSc1cc(=O)n(C)c2ccccc12	-3	-3.2	2	-3	1	16	-1.3	-3	40	0
COc1cc(/C=C2\SC(=S)N(N3CCOCC3)C2=O)cc(OC)c1OC	0	-1.1	0	-3	-1	6	0.0	-4	0	-1
O=C(Nc1ccnc(-c2cccnc2)n1)c1cccs1	2	-1.9	4	1	-2	9	1.3	-8	11	·
COc1cccc(/C=C/C(=O)OCC(=O)Nc2ccc(N3CCOCC3)cc2)c1OC	6	-0.1	4	-1	2	0	-0.3	-1	-16	-2

Given as a markdown table: entries from further up
| SMILES | Keap1-Nrf2 PPI | MOR-DOR ag | HTR5A ag ctr | Cardiac RTF inh | V-ATPase pHluor | MOR-DOR inv ag | C-LANA FP | RTF Ca sens act | HTR5A inv ag | CAL PDZ FP |
| --- | --- | --- | --- | --- | --- | --- | --- | --- | --- | --- |
| CCOC(=O)C1=C(CC)Nc2ccccc2N=C1NC(=O)Cn1cnc2ccccc2c1=O | -4 | -3.2 | 5 | -1 | 2 | 15 | -0.2 | 3 | -11 | -4 |
| CCn1cnc2cc(NCc3cccs3)ccc21 | -1 | -1.9 | -1 | -8 | 4 | 10 | -0.8 | 0 | -6 | -1 |
| COc1cc(NC(=S)N2CCCC(CO)C2)cc(OC)c1 (stereo unspecified) | -2 | -3.1 | 1 | -1 | 0 | 16 | 0.5 | -2 | 6 | -2 |
| CC1=CCC2C(=O)N(C(C)c3ccccc3)C(=O)C2C1 (stereo unspecified) | -1 | -1.7 | 5 | -6 | -3 | 9 | 0.3 | -2 | 1 | -4 |
| Cc1sc2ncnc(SCC(=O)N3CCCC(C(N)=O)C3)c2c1C (stereo unspecified) | 3 | -2.4 | 6 | -2 | -1 | 15 | 1.1 | -5 | -4 | -6 |
| CNC(=O)CN(c1ccc(C23CC4CC(CC(C4)C2)C3)cc1)S(C)(=O)=O | 1 | 0.9 | 2 | -4 | -1 | -4 | 0.5 | 4 | -5 | 0 |
| CC1CN(C(=O)COC(=O)c2ccc(Cl)c(S(=O)(=O)N3CCCCC3)c2)CC(C)O1 (stereo unspecified) | 0 | -0.1 | 4 | -11 | -1 | 0 | 0.2 | 3 | -7 | -4 |
| O=C1CC(N(CCc2ccccc2)C(=S)Nc2cc(Cl)ccc2Cl)C(=O)N1c1c(Cl)cccc1Cl (stereo unspecified) | 4 | 0.3 | -2 | 3 | 0 | -2 | -0.7 | 9 | -2 | -3 |
| CCCCNC(=O)CSc1cc(=O)n(C)c2ccccc12 | -3 | -3.2 | 2 | -3 | 1 | 16 | -1.3 | -3 | 40 | 0 |
| COc1cc(/C=C2\SC(=S)N(N3CCOCC3)C2=O)cc(OC)c1OC | 0 | -1.1 | 0 | -3 | -1 | 6 | 0.0 | -4 | 0 | -1 |
| O=C(Nc1ccnc(-c2cccnc2)n1)c1cccs1 | 2 | -1.9 | 4 | 1 | -2 | 9 | 1.3 | -8 | 11 | · |
| COc1cccc(/C=C/C(=O)OCC(=O)Nc2ccc(N3CCOCC3)cc2)c1OC | 6 | -0.1 | 4 | -1 | 2 | 0 | -0.3 | -1 | -16 | -2 |

Additional compounds follow.
SMILES	Keap1-Nrf2 PPI	MOR-DOR ag	HTR5A ag ctr	Cardiac RTF inh	V-ATPase pHluor	MOR-DOR inv ag	C-LANA FP	RTF Ca sens act	HTR5A inv ag	CAL PDZ FP
O/N=C/Cc1[nH]c2ccccc2c1-c1ccccc1	10	-1.9	2	-5	-7	8	2.0	1	-7	-6
COCC(=O)Nc1ccc(N(C)C)cc1	0	-1.0	5	-5	-2	6	0.3	5	7	-1
O=C1c2ccccc2C(=O)N1CSc1nnc2c3ccccc3n(CCc3ccccc3)c2n1	2	-3.3	0	-1	-1	14	1.0	-3	-8	·
N#CC(C#N)=Cc1cccn1-c1ccc(S(N)(=O)=O)cc1	-4	-1.3	1	-22	1	7	-0.2	-6	-3	-3
Cc1cnc(NC(=O)C2CCCC2)s1	-1	-2.9	1	1	2	16	-1.0	2	-8	0
CNC(=S)N/N=C(\C)c1cccc([N+](=O)[O-])c1	-4	-2.1	0	-9	1	11	1.1	6	-1	·
O=C(CCNS(=O)(=O)c1ccccc1C(F)(F)F)N1CCN(C(c2ccccc2)c2ccccc2)CC1	4	2.3	-1	-6	3	-16	1.0	-15	2	-6
CCOCCCNC(=O)c1ccc(/C=C2\Oc3ccccc3N(C)C2=O)cc1	-7	-1.7	-1	-6	1	10	-1.2	-4	4	0
O=C(CNC(=S)N(Cc1ccccc1F)C1CCCCC1)NC1CC1	5	-1.6	-3	-1	0	9	-1.2	5	8	·
Cc1nc(C(=O)Nc2cccc(Cl)c2)nn1-c1cc(OC(C)C)c(Cl)cc1Cl	-5	3.4	-2	-6	-5	-17	1.2	-3	6	-2
COc1ccc(/C(C)=N/NC(=O)c2ccncc2)cc1[N+](=O)[O-]	-4	-1.6	-1	-5	-5	8	-0.3	-3	12	·
CCc1c(O)nc(SC2CC(=O)N(c3ccc(F)c(Cl)c3)C2=O)[nH]c1=O (stereo unspecified)	-3	-1.0	-3	-4	-5	5	-0.5	3	-16	·
Cc1ccc(OCCC(=O)Nc2c(C)n(C)n(-c3ccccc3)c2=O)cc1	0	-1.2	-1	8	3	6	3.6	3	5	-4
NS(=O)(=O)c1ccc(NC(=O)c2ccc3c(c2)OCO3)cc1	2	-2.0	5	-3	3	9	-0.6	-4	-19	24
O=C(CN1C(=O)C2C3C=CC(C3)C2C1=O)N1CCc2ccccc2C1 (stereo unspecified)	-1	-3.0	0	-11	3	13	0.6	8	0	-9
Cc1ccc(C23CC4CC(CC(C(=O)N5CCN(C)CC5)(C4)C2)C3)cc1	-5	0.2	-3	-1	1	-1	-9.3	2	10	-2
Cc1ccc(NC(=O)CO/N=C/c2ccc(N(C)C)cc2)cc1	-4	0.8	-1	-14	-2	-5	1.4	19	3	-5
Cn1cnnc1SCC(=O)Nc1ccccc1C(=O)NC1CC1	0	-1.4	6	-8	-2	7	0.7	-2	-12	-4
COc1cc2c(cc1OC)CN(c1nc(-c3cccnc3)nc3ccccc13)CC2	-8	-0.7	7	-7	-3	3	-7.2	-3	-17	71*
CCN(CC)c1ccc(C=C2C(=O)OC3(CCCC3)OC2=O)cc1	-4	-1.0	2	-5	-1	5	-1.5	0	-1	-3
CC(=O)N(C(C)=O)N1C(=O)c2cccc3c(N4CCOCC4)ccc(c23)C1=O	-3	-3.3	11*	-45	-4	15	15	25	-30	-2
O=C(Nc1cccc(-c2cn3ccccc3n2)c1)c1cnccn1	-5	-1.3	2	-3	-1	7	-0.5	0	8	-4
Cc1nn(-c2ccccc2)c(N2CCCC2)c1/C=N/Nc1ccc(S(N)(=O)=O)cc1[N+](=O)[O-]	0	-3.7	-2	4	-3	19	-0.1	-1	20	0
COCCOC(=O)c1c(NC(=O)CN2CCc3ccccc32)sc(C(N)=O)c1C	-2	-2.1	-1	5	1	11	-0.6	1	3	5
Cc1ccccc1C(=O)Nc1ccccn1	-1	-2.5	-1	-2	3	13	1.3	6	6	0
COC(=O)c1ccc(/C=C(\C#N)c2nc3ccccc3s2)cc1	1	1.8	-4	-9	4	-10	0.2	-1	-6	-1
CC(C)C(c1nnnn1Cc1ccccc1)N1CCN(Cc2ccco2)CC1 (stereo unspecified)	-3	-0.5	-1	-1	1	2	0.8	-4	2	-3
Cc1nn(CC(C)C)c(Cl)c1C(=O)N(C)CC(=O)Nc1c(Cl)cccc1Cl	-2	-1.6	7	-3	-1	8	-0.2	-3	-37	-1
CCCCN(C(=O)C1CC(=O)N(Cc2ccc(C)cc2)C1)c1c(N)n(CCCC)c(=O)[nH]c1=O (stereo unspecified)	2	-1.1	0	1	1	7	18	-1	-1	0
O=S(=O)(c1ccc(NC(=S)N2CCN(c3ccccc3F)CC2)cc1)N1CCOCC1	7	-0.5	0	-4	9	3	-2.4	-1	-1	-2
CC1(C)OC1COc1c2ccoc2cc2oc(=O)ccc12 (stereo unspecified)	0	-2.4	5	4	1	12	0.7	3	23	-1
O=C(CCc1ccccc1)NNC(=O)C1CCCCC1	-2	-0.2	-1	-8	2	1	-0.8	-2	3	1
CCN1C(=NCCOC)N[C@@H](CCc2ccccc2)[C@H](C(=O)OC)[C@H]1C	-3	-0.9	3	-8	-4	5	-0.1	-3	-9	1
CC1COc2ccccc2N1S(=O)(=O)c1cc(Cl)ccc1Cl (stereo unspecified)	-6	3.3	0	0	3	-15	1.0	-7	-1	-5
O=C(Nc1ccccc1)c1ccc2ccccc2n1	-3	4.6	-3	0	-5	-23	0.5	-3	17	·
COc1ccc(S(=O)(=O)N2CCCCC2)cc1NC(=O)Cc1c[nH]c2ccccc12	-4	-1.8	-2	1	0	11	-0.4	-7	6	-2
CCOC(=O)C(O)(CC(=O)Nc1ccc(Cl)cc1Cl)C(F)(F)F (stereo unspecified)	-1	-0.2	3	12	-4	1	1.7	0	0	-2
CN(Cc1c(F)cccc1Cl)C(=O)c1cccc(S(=O)(=O)NCc2ccccc2)c1	-5	2.7	4	9	2	-18	0.6	-3	-14	-5
Cc1cc(C(F)(F)F)nc(SCC(=O)Nc2ccccc2)n1	-4	-1.1	-7	4	6	6	0.6	1	18	-1
CCN(CC(=O)Nc1c(F)cccc1F)C(=O)Cc1ccccc1	-4	-1.5	-1	3	0	8	0.8	-4	-21	1
CCOC(=O)C1CCCN(c2c(N3CCOCC3)c(=O)c2=O)C1 (stereo unspecified)	1	-1.2	1	0	5	7	0.1	0	-2	-1
Cc1ccc(CN2C(=O)CCSc3ccc(Cl)cc32)cc1	-2	13	-3	-7	9	-55	-0.2	5	5	·
CC(NC(=O)COC(=O)CCc1ccc(S(=O)(=O)N2CCOCC2)cc1)C1CC2CCC1C2 (stereo unspecified)	4	0.2	0	-3	-3	-1	-5.0	-5	-16	-4
